Assay outcomes: PubChem, several laboratories
GC-A act: GC-A (human) enzyme activation; P16066; HEK293 GC-A cells, cGMP TR-FRET, EC30 ANP; 0% at EC30 ANP, 100% saturating ANP; activation, % at 10 µM; 370,000 tested, 0.14% active; in the data active means activation above about 40%
hgDAF-12 ag: agonists of H. glycines DAF-12 nuclear receptor; activation, % at 6.8 µM; 370,000 tested, 1.8% active; HEK293 GAL4-hgDAF12 UAS-luciferase reporter, agonist luminescence; normalized to butyrate control;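 active means activation above a cutoff set at the mean of all screened compounds plus 3 SD, cut at about 10% in these data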;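 further: 0% = DMSO wells and 100% = sodium butyrate wells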
FXN GAA850 act: increases GAA850 frataxin promoter reporter activity. HEK293 lucGAA850 FXN promoter luciferase reporter, 24 h; percent of 10 µM SAHA response. activation, % at 6 µM. 360,000 tested, 0.56% active. AID 540364;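 active means activation above the average of all compounds screened plus 3 SD, cutoff fixed separately per campaign, cut at about 7.5% in these data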;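 further: 0% = DMSO wells and 100% = 10 µM SAHA wells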
KLK7 zymogen act: proKLK7 (human) activation, primary screen | P49862 | purified proKLK7, EDANS-DABCYL substrate fluorescence; 100% is mature enzyme control, 0% vehicle | activation, % at 7 µM | 370,000 tested, 0.9% active;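 active means activation above the mean of all tested compounds plus 3 SD, computed per campaign excluding outliers beyond control limits, cut at about 13% in these data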
Target sequence (P49862 whole entry, looked up): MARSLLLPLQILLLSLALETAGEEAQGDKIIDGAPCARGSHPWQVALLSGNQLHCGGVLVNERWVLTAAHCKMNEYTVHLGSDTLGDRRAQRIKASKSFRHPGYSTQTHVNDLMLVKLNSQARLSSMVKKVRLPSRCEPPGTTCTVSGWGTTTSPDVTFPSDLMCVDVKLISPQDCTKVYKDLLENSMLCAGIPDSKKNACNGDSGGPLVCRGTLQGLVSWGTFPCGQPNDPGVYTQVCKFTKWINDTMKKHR
DAX1 inh-1: inhibitors of DAX1 repression of SF-1 activated StAR promoter. 370,000 tested, 1.1% active. AID 652010. HEK293T StAR-luciferase reporter, SF-1/DAX-1 repression relief. inhibition, % at 6.8 µM;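 active means inhibition above the mean over all tested compounds plus 3 SD, cut at about 3.6% in these data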;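 further: 0% = DAX-1 cells with DMSO and 100% = cells lacking DAX-1 with DMSO; higher inhibition means more luminescence from relief of DAX-1 repression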
DAX1 inh-2: inhibitors of human orphan nuclear receptor DAX1 (NR0B1) | HEK293 Gal4-DAX1 luciferase reporter, luminescence | inhibition, % at 6.75 µM | 340,000 tested, 0.99% active | AID 504766;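 active means inhibition above the mean over all tested compounds plus 3 SD, cut at about 4.2% in these data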;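 further: 0% = DAX1-transfected cells with DMSO and 100% = empty-vector control cells with DMSO; inhibition shows as a rise in luminescence from relieved DAX1 repression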
Target sequence (P51843 207-470 limits assumed): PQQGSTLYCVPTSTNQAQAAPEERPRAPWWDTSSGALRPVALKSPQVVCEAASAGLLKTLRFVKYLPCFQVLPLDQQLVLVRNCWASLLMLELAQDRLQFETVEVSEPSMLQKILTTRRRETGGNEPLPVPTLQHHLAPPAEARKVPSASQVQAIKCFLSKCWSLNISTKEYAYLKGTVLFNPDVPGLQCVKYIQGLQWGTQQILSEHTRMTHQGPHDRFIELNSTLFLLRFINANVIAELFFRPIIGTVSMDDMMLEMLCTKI
HGIII-sPLA2 inh: Blocks human group III sPLA2 activity; Q9NZ20; QFRET BODIPY PC-A2 liposome hydrolysis, fluorescence; inhibition, % at 12.2 µM; 370,000 tested, 0.56% active;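 active means inhibition above mean plus 3 SD of compounds lying within the high and low control bounds, cut at about 19% in these data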;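 further: 0% = median of test compound wells and 100% = no enzyme DMSO wells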
Target sequence (Q9NZ20 whole entry, looked up): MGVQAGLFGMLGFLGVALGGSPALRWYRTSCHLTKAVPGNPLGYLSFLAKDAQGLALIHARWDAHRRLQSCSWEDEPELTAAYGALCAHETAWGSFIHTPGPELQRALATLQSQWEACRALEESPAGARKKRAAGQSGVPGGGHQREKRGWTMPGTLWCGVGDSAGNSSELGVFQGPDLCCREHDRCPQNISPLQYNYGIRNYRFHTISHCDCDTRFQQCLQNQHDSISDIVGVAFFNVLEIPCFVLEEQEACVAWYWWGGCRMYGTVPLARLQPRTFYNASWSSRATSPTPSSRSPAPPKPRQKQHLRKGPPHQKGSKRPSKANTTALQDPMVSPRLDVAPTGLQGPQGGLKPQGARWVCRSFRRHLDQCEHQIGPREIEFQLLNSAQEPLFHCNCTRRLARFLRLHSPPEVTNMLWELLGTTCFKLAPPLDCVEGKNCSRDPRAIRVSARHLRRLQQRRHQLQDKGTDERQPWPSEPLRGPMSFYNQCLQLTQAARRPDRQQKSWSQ
hcDAF-12 act: activates DAF-12 receptor from parasite H. contortus. HEK293 hcDAF-12 lit1-tk-luc reporter, luminescence; 0% DMSO, 100% Δ7-dafachronic acid. activation, % at 6.8 µM. 370,000 tested, 1.4% active. AID 652067;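 active means activation above the mean of all tested compounds plus 3 SD, cut at about 5.5% in these data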;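 further: 100% = response to 3 µM Δ7-dafachronic acid high control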
ssDAF12 agonist: activators of S. stercoralis DAF-12 nuclear receptor; 370,000 tested, 1% active; AID 652126; HEK293 ssDAF-12/GRIP1 lit1-tk-luc reporter, luminescence; % of 3 µM dafachronic acid response; activation, % at 6.8 µM;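 active means activation above the mean over all tested compounds plus 3 SD, cut at about 0.9% in these data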;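 further: 0% = DMSO-only wells and 100% = 3 µM delta7-dafachronic acid wells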
GC-B act: GC-B (human) receptor activation. HEK293-GC-B cells, CNP EC30, cGMP TR-FRET; 0% at EC30 CNP, 100% saturating CNP. 370,000 tested, 0.11% active. activation, % at 10 µM. P20594;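 active means activation at 10 µM reaching about 35% in either raw or pattern-adjusted values, limit read from the data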
SMARCA2 act: SMARCA2 function activation, primary screen | MG213 cells, MMTV-luciferase reporter, dexamethasone, overnight | activation, % at 9.1 µM | 370,000 tested, 1% active | AID 652017; in the data active means activation above about 7.8%;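 further: 0% = vehicle wells and 100% = reference activator wells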
An asterisk follows results filed as active; · = not tested or not shown. An unsorted share of the library; 6.7% or so of the library scored in one or more.

SMILES	GC-A act	hgDAF-12 ag	FXN GAA850 act	KLK7 zymogen act	DAX1 inh-1	DAX1 inh-2	HGIII-sPLA2 inh	hcDAF-12 act	ssDAF12 agonist	GC-B act	SMARCA2 act
Cc1cccc(OCC(=O)N2CCC3(CC2)CC(=O)c2ccccc2O3)c1	-1	2.6	-0.6	-0.3	-0.7	0.6	-10	-0.7	-0.9	5	-2
COc1cccc(CNCc2cccc(Br)c2)c1OC	-10	-0.4	1.7	-0.3	0.0	-0.5	-1	-0.7	-1.4	-5	-2
CCOC(=O)c1cnc2ccc(C)cc2c1Sc1ccc(F)cc1	-4	3.2	-0.3	0.1	-0.7	0.2	-8	-0.5	-0.7	-1	3
FC(F)(F)c1cccc(N2CCC(N=CN3CCCCCC3)=N2)c1	-2	2.5	4.5	-0.3	0.5	-0.7	15	-1.5	-1.2	0	2
COc1ccc(NC(=O)Nc2cccc3ccccc23)c(OC)c1	-2	-0.4	2.5	-1.7	0.8	0.2	10	-1.4	-0.5	4	-3
CCN(CC)CCn1c2c(c(SCC(=O)Nc3ccccc3Cl)nc1=O)CCCC2	-1	1.2	1.8	0.4	-0.1	0.8	4	-1.4	-0.5	-3	0
Cn1c(CNC(=O)c2ccc(Cl)cc2)nnc1SCC(=O)Nc1sc2c(c1C#N)CCCC2	·	2.4	-4.1	0.8	-0.6	1.6	-2	-0.1	-0.7	·	-2
Cc1c(C(=O)N2CCOCC2)oc2ccccc12	0	-1.1	0.2	0.0	0.0	0.8	2	-1.2	-1.2	3	-1
NC(CO)C(=O)NNCc1ccc(O)c(O)c1O (stereo not given)	0	-5.1	-4.1	7.0	-1.5	-2.1	4	-3.2	-1.6	4	-1
O=C(Nc1cccc2ncccc12)c1cc2ccccc2o1	-1	-0.3	-1.6	-0.3	-0.5	-0.3	2	-1.4	-1.3	7	-1
N#C/C(=C\c1c(N2CCOCC2)nc2ccccn2c1=O)S(=O)(=O)c1ccccc1	1	-0.5	1.5	-0.4	0.0	0.2	8	2.6	-0.9	6	0
Cc1csc(SCC(=O)NC23CC4CC(CC(C4)C2)C3)n1	2	-2.6	6.0	0.5	-0.1	-0.6	0	-0.5	-1.1	0	0
Cc1cccc2c(Cl)cc(=O)[nH]c12	4	-0.4	·	0.0	0.2	·	0	-0.2	-1.1	-3	-3
CCC(COC)NCc1cn(-c2ccc(F)cc2F)nc1-c1ccccc1C (stereo not given)	2	1.5	-0.3	0.0	-0.1	0.9	-1	0.2	-0.6	-1	-3
COc1cc(Cl)ccc1OCc1cc(C(=O)NCC(C)c2ccccc2)no1 (stereo not given)	3	-0.2	2.9	0.8	-0.6	-0.3	-14	1.1	-0.7	3	-2
CC1CCN(c2nc3c(cc2C#N)COC(C)(C)C3)CC1	3	0.7	0.4	-2.1	0.1	0.8	1	-1.0	-1.6	2	0
CN(C(=O)c1ccc(C#N)cc1)c1nnc(-c2cnccn2)s1	2	1.3	0.1	2.3	0.7	1.2	8	-1.3	-1.9	-10	-4
COc1ccc(NC(=O)c2sc(N3CCOCC3)nc2-c2ccccc2)c(OC)c1	-6	-8.7	2.3	0.8	-1.7	-1.4	-11	-3.8	-2.4	0	-1
COC(=O)COc1c(Cl)cc(Cl)c2ccc(C)nc12	0	-0.6	0.3	-1.0	0.2	-0.8	0	-0.9	-2.0	-3	4
COc1ccccc1NC(=O)CCn1c(=O)sc2ccccc21	-2	-1.4	3.0	-0.7	0.3	-0.5	-1	-0.2	-2.1	-4	0
COc1ccc(NS(=O)(=O)c2ccc(NS(C)(=O)=O)cc2)cc1	2	-1.4	0.3	-0.2	-1.1	0.0	2	-0.4	-1.2	1	2
CCOC(=O)N1CCN(C(=O)c2ccc(Oc3ccc([N+](=O)[O-])cc3)cc2)CC1	1	-3.7	-1.4	0.5	-0.8	-1.6	-3	-1.1	-2.1	-3	-4
COc1ccc(NC(=S)NCc2ccc(S(N)(=O)=O)cc2)cc1OC	3	-0.6	-0.7	-0.2	0.0	1.8	10	-2.1	-1.4	-1	-2
CN(C)c1oc(-c2ccccc2Cl)nc1C#N	2	-1.6	0.0	1.4	-0.3	1.1	12	-1.1	-2.0	-6	-2
C=CCn1c(O)c(C=Nc2ccccc2)sc1=S	8	7.1	3.9	-0.3	1.1	-0.2	3	-0.1	-0.4	6	1
COc1cc(C(=O)N(Cc2ccccn2)CC2CCCO2)cc(OC)c1OC (stereo not given)	-4	3.2	-0.8	0.2	0.4	-0.7	4	-1.1	-1.4	0	-2
COc1ccc(-n2c(COc3ccccc3)nnc2SCC(=O)Nc2ccc3c(c2)OCO3)cc1	-11	-2.9	·	0.6	-0.4	·	-24	-3.3	-1.5	-1	-5
Cc1cccc(C)c1NC(=S)NCCc1ccccn1	2	0.0	-0.2	0.5	2.0	1.1	2	-0.2	-1.2	1	-1
COc1cccc(C(=O)N/N=C/c2ccc(OC3CSC3)cc2)c1	-5	1.1	2.3	0.7	1.5	1.4	6	-1.1	-1.0	-9	0
CCOC(=O)C1CCCN(S(=O)(=O)c2cccc3cccnc23)C1 (stereo not given)	6	-2.5	-1.1	0.6	-0.2	-0.9	-1	0.6	-1.4	2	0

Some of these compounds in order of SMILES length, smallest number first.
SMILES	GC-A act	hgDAF-12 ag	FXN GAA850 act	KLK7 zymogen act	DAX1 inh-1	DAX1 inh-2	HGIII-sPLA2 inh	hcDAF-12 act	ssDAF12 agonist	GC-B act	SMARCA2 act
NC(CO)C(=O)NNCc1ccc(O)c(O)c1O (stereo not given)	0	-5.1	-4.1	7.0	-1.5	-2.1	4	-3.2	-1.6	4	-1
COC(=O)COc1c(Cl)cc(Cl)c2ccc(C)nc12	0	-0.6	0.3	-1.0	0.2	-0.8	0	-0.9	-2.0	-3	4
COc1cccc(C(=O)N/N=C/c2ccc(OC3CSC3)cc2)c1	-5	1.1	2.3	0.7	1.5	1.4	6	-1.1	-1.0	-9	0
COc1ccc(NC(=S)NCc2ccc(S(N)(=O)=O)cc2)cc1OC	3	-0.6	-0.7	-0.2	0.0	1.8	10	-2.1	-1.4	-1	-2
COc1cc(Cl)ccc1OCc1cc(C(=O)NCC(C)c2ccccc2)no1 (stereo not given)	3	-0.2	2.9	0.8	-0.6	-0.3	-14	1.1	-0.7	3	-2
CCN(CC)CCn1c2c(c(SCC(=O)Nc3ccccc3Cl)nc1=O)CCCC2	-1	1.2	1.8	0.4	-0.1	0.8	4	-1.4	-0.5	-3	0
COc1ccc(NC(=O)c2sc(N3CCOCC3)nc2-c2ccccc2)c(OC)c1	-6	-8.7	2.3	0.8	-1.7	-1.4	-11	-3.8	-2.4	0	-1
Cn1c(CNC(=O)c2ccc(Cl)cc2)nnc1SCC(=O)Nc1sc2c(c1C#N)CCCC2	·	2.4	-4.1	0.8	-0.6	1.6	-2	-0.1	-0.7	·	-2

Additional compounds
SMILES	GC-A act	hgDAF-12 ag	FXN GAA850 act	KLK7 zymogen act	DAX1 inh-1	DAX1 inh-2	HGIII-sPLA2 inh	hcDAF-12 act	ssDAF12 agonist	GC-B act	SMARCA2 act
Cc1ccc(NC(=O)CN(C)C(=O)CSc2n[nH]c(N)n2)cc1	-3	-2.0	0.3	0.3	-0.9	-0.1	11	1.3	-0.6	1	-3
Cc1cc(C(=O)OCC(=O)NCc2ccco2)c(C)o1	8	-2.3	0.7	0.8	0.4	0.1	-2	-1.1	-1.3	2	-2
COc1ccc(N2CCN(c3nc(Cl)nc(N4CCOCC4)n3)CC2)cc1	-8	-1.2	2.2	0.0	-0.6	-1.7	-5	-1.8	-1.0	-1	1
COC(=O)c1cc2c(c3c4cc(F)ccc4n(S(=O)(=O)c4ccc(C)cc4)c13)C(=O)N(Cc1ccc(C(F)(F)F)cc1)C2	0	0.5	·	1.0	-0.5	·	-1	3.3	-0.8	0	-1
COc1ccc(-c2c(C(F)(F)F)oc3cc(OCC(=O)Nc4ccccc4C(F)(F)F)ccc3c2=O)cc1OC	1	-1.4	-0.4	-0.3	-0.3	-0.6	-7	-0.5	-0.1	1	1
Cc1ccc(/C(N)=N/OC(=O)CCc2ccccc2)cc1	2	4.3	3.5	-1.0	1.0	1.9	20*	6.2*	-0.5	-3	5
COc1cc(/C=C(\C#N)c2ccccn2)ccc1OCc1ccccc1Cl	-2	-1.8	-1.6	0.3	-0.7	0.4	-4	-2.6	-1.7	0	-1
CCN(CC)CCCNC(=O)c1cn(CC(C)C)c(=O)c2c1c1ccccc1n2C	-43	1.0	0.0	1.1	0.1	0.7	-7	-0.5	-0.6	-14	-2
Cc1nonc1NCn1nnc2ccccc21	2	0.5	1.1	0.4	-0.4	0.0	4	-1.1	-1.1	7	-1
CC(=O)OCC(=O)C1(O)CCC2C3CCC4C(OC(C)=O)C(=O)CCC4(C)C3C(=O)CC21C (stereo not given)	1	-1.9	-0.9	-0.4	0.4	2.4	12	-1.0	-1.4	1	-2
O=c1[nH]ncc(N/N=C\c2ccc(O)cc2O)c1Cl	3	-6.1	1.6	0.4	-0.3	0.6	0	-1.3	-1.2	-5	-2
CSc1nnc(-c2sccc2-n2cccc2)o1	0	2.3	2.4	0.2	-1.1	0.2	-1	0.9	-1.5	-1	1
Cn1nc([N+](=O)[O-])c(C(C#N)c2nc3ccccc3n2C)c(Cl)c1=O (stereo not given)	1	-3.2	-1.6	-0.5	-0.6	-0.4	1	-0.8	-1.2	3	-3
COc1ccc(C(=O)COC(=O)c2ccc(NC(C)=O)cc2)cc1[N+](=O)[O-]	-3	1.4	-0.3	0.4	-0.7	0.6	-14	-0.5	-0.4	-7	1
Cc1ccc(S(=O)(=O)Nc2cccc(C(=O)NCC(c3ccco3)N3CCCCC3)c2)cc1F (stereo not given)	1	1.9	-3.7	-0.6	-1.4	1.1	-54	-0.9	-1.2	8	-1
Cc1ccc(S(=O)(=O)NC(=O)C2(C)CCN2C(=O)Cc2cc(F)ccc2F)nc1 (stereo not given)	-1	-1.5	-1.0	0.3	0.8	·	6	1.2	-0.8	0	-6
Cc1nn(CC#N)c(=O)n1-c1cccc(F)c1	4	-1.8	-0.9	1.0	0.3	1.4	-1	1.1	-0.6	4	-1
CC(C)(C)NC(=O)CSCc1ccc(Br)cc1	0	-0.5	-1.2	-0.6	-0.6	-0.6	4	0.4	-1.5	3	1
Cc1ccc(P(=O)(c2ccc(C)cc2)[C@@H](NC(c2ccccc2)c2ccccc2)c2ccccc2)cc1	-15	6.5	·	0.0	-0.3	·	1	-2.2	-0.3	-14	-5
COCCNC(=O)CN1CCCCCC1	·	0.9	2.7	0.3	-0.3	0.7	4	-0.7	-1.5	·	8.3*
CCc1nc2c(OCCOC)cccn2c1N(C)C(=O)c1ccc(C)cc1	4	0.8	-1.1	-0.2	-0.7	·	7	0.1	-1.2	-1	0
COc1ccc(CC(NC(C)=O)C(=O)NC2CCN(C(=O)NCc3ccccc3)CC2)cc1OC (stereo not given)	1	1.9	0.0	0.3	0.6	2.0	5	-1.6	-1.0	-1	1
CCOc1ccccc1C(=O)NCC(=O)OCC(=O)c1ccc2c(c1)OCCO2	0	2.8	1.3	0.4	0.5	-0.2	4	0.1	-0.4	-5	-1
